# Screening data deposited in PubChem BioAssay by National Center for Advancing Translational Sciences (NCATS).
# KDM5B inh: inhibitors of human KDM5B histone demethylase; actives 2.6% (n = 220,000); Q9UGL1; Potency, µM (series often up to 57.7 µM), without a hit: top-dose activity change, negative = inhibition, hits mostly inhibitors; KDM5B demethylase, FDH-coupled NADH fluorescence (FDH is formaldehyde dehydrogenase); AID 1347165; active = well fitted inhibition curve with a large enough effect; inconclusive = small, poorly fitted or top-dose-only effect; inactive = no such curve, though single readings can be large or run the other way; note: 0% is about no effect; nearly all actives have a fitted effect of over 70% in size
# Target sequence (Q9UGL1 whole entry, looked up): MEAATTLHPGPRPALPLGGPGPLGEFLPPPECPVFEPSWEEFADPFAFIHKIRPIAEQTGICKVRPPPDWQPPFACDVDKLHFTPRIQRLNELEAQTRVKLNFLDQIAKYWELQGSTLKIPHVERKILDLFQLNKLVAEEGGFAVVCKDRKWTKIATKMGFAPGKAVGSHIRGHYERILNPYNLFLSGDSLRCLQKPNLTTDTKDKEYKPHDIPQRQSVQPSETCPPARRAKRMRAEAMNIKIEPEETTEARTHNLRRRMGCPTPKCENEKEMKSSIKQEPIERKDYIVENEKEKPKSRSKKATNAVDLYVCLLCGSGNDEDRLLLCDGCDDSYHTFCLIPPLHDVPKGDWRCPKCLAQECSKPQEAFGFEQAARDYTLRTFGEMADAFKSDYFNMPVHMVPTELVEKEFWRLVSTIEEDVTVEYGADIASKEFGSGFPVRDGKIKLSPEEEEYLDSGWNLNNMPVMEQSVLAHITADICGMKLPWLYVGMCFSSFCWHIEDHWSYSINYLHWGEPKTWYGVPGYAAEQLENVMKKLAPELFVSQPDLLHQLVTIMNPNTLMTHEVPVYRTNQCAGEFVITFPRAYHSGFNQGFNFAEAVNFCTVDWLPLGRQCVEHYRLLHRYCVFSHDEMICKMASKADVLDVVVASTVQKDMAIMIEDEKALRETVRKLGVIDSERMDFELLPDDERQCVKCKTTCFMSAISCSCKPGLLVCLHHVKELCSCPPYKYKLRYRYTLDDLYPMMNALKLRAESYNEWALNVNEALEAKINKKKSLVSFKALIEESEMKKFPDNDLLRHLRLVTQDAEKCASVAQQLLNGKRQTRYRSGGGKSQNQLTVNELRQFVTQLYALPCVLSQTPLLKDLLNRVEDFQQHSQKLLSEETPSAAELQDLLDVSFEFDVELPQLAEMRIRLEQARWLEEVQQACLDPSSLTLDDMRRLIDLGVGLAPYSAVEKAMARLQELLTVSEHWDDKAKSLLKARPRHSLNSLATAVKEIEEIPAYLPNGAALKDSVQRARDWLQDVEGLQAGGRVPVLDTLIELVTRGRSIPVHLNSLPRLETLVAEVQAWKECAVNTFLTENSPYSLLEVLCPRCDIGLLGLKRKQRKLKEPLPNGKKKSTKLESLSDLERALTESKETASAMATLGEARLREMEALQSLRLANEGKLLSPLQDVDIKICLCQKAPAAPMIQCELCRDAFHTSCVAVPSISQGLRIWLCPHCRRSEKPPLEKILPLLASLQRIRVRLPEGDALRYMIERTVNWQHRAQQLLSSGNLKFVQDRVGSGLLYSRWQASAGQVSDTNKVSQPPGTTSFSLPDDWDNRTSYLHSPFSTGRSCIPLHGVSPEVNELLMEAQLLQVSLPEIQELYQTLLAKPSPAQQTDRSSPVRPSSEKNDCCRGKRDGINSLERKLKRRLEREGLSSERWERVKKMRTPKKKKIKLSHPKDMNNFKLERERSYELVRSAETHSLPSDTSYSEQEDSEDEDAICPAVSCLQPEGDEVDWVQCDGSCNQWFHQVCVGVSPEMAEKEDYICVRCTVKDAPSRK
#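 Coupled FDH/NAD⁺ fluorescence readout. KDM5BΔAP 200 nM final; compound titration, 10 min RT preincubation; substrate mix 12.5 µM H3K4me3, 25 µM 2-OG, 50 µM Fe(II), 100 µM ascorbate, 0.25 mM NAD⁺, 0.25 U/mL FDH; ΔRFU over 30 min.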
# Starred values were filed as active, the others as inactive; ? = inconclusive; & = joins results of further samples; [ ] = another dose, or the depositor's remark. Potency is the fitted concentration of half-maximal effect. An excerpt; count on the stated rates, not on these rows.
SMILES,KDM5B inh
Cc1cc(OS(C)(=O)=O)cc2c1C(=O)/C(=C/c1ccncc1)O2,-17%
Cn1cccc1C(=O)N1CCC(N2C[C@H](O)C[C@H]2C(=O)NCc2cccnc2)CC1,7%
COc1ccc(-c2c(C)oc3cc(OC(=O)c4ccccc4)ccc3c2=O)cc1,6%
N#CCCN(C(=O)Cn1nc(C(=O)O)c2ccccc2c1=O)c1ccc(F)cc1,-1%
O=c1oc(-c2ccncc2)cc2ccccc12,?
O=C(NC1CCCCC1)c1cccc(Nc2cc(-c3cccc(F)c3)ncn2)c1,15%
O=C1c2[nH]nc(-c3ccccc3O)c2C(c2cccc(O)c2)N1Cc1ccncc1 (stereo not drawn),9%&7%
O=C(c1cn2ccccc2n1)N1C[C@@H](CO)[C@H](c2ccccn2)C1,?
COCCCn1c(=N)c(C(=O)NCc2ccco2)cc2c(=O)n3cccc(C)c3nc21,?
COc1ccc(-c2[nH]nc3ncc(C(=O)N4CCC(c5ccccc5)CC4)nc23)c(C)c1,?
CCN(CC)C(=O)C[C@@H]1CCNC[C@@H]1Cc1cc(CC2CCCCC2)on1,-17%[86.2 µM]
Cn1c(SCC(=O)c2ccc3c(c2)OCCO3)nnc1C(F)(F)F,16%
CC(C)Cn1ccc2c(NC(=O)CC[C@H]3NC(=O)c4ccccc4NC3=O)cccc21,-1%
O=C(c1ccn2nccc2c1)N1CCOCC1,32µM*
Cc1cc(C)cc(NC(=O)CCCn2c(=O)c3cccn3c3ccccc32)c1,-4%
Cc1cnc(CC2CCN(C(=O)C3CCCC3)C2)n1C1CC1 (stereo not drawn),-13%
CCCOc1c(C(=O)OC)sc2ccc(NC(=O)c3cccc(F)c3)cc12,-12%
Cc1nnc(N/N=C/c2cccc(C(F)(F)F)c2)n1N,-20%
Cc1ccc(S(=O)(=O)N2CCCCC2)cc1C(=O)OCc1nc2ccccc2nc1C,15%
Cc1ccc(NC(=O)CSc2nnc(C)n3c2cc2sccc23)c(C)c1,?
Cc1ccc(CN2CCN(C3CCN(C(=O)OC(C)(C)C)CC3)C(=O)C2=O)cc1,-24%
CCCN1CCC2(CCN(C(=O)c3ccccc3F)CC2)Oc2ccccc21,-4%
Cc1nccn1CCC(NC(=O)c1cn(CCN)nn1)c1ccccc1 (stereo not drawn),13%
CCC1(CC)CN(C(=O)C2CCC(=O)N(Cc3ccccn3)C2)CCO1 (stereo not drawn),?
CCCCn1nc(NC(=O)c2cccc(Cl)c2)c2cc3ccccc3nc21,-13%
COc1cc(CNC(=O)N2CCN(Cc3ccc(Br)s3)CC2)cc(OC)c1OC,2%
COc1cccc(S(=O)(=O)N2CC(Oc3ccccc3-c3noc(C)n3)C2)c1,-34%
Cn1nc(C(=O)OCCCc2ccccc2)c2ccccc2c1=O,2%
CCOC(=O)c1cc(OC(=O)c2cccc(F)c2)n(-c2ccccc2)n1,?
CC(=O)O/N=C(\N)c1ccc(-c2csnn2)cc1,16%
Cc1csc(NC(=O)C2CC(=O)N(c3n[nH]c4cccc(F)c34)C2)n1 (stereo not drawn),1%
Cn1c(COc2cccc3cccnc23)nnc1SCC(=O)O,42%[activator]
Cn1c(SCC(=O)c2ccc3c(c2)NC(=O)CO3)nnc1-c1ccncc1,9%
CCNC(=O)C(=O)NCC1OCCCN1S(=O)(=O)c1ccc(F)cc1C (stereo not drawn),28%
CC1=C(C(=O)Nc2ccc(C)cc2C)C(c2ccccc2F)n2nc(SCC(=O)c3ccc(C)cc3)nc2N1 (stereo not drawn),-15%
O=[S+]1([O-])NC2(CCN(CC3CC3)C2)CNc2ccccc21 (stereo not drawn),?
O=C(O)C1CCN(C(=O)c2cccc3ccccc23)CC1,-3%
COc1cccc(NC(=O)Cn2c(=O)oc3cc(S(=O)(=O)N4CCCC4)ccc32)c1,1%
CC1(C)CC(=NNC(N)=S)CC(C)(C)N1,4%
Cc1ccc2c(c1)N(S(=O)(=O)c1ccc3c(c1)NC(=O)CC(=O)N3)CCO2,-5%
CCC(=O)N1CCC2(CC1)c1[nH]c3ccccc3c1CCN2C,-29%
O=C(Cc1ccccc1Cl)N1CCN(C(=O)c2nnn3c2COC(c2ccccc2)C3)CC1 (stereo not drawn),7%
CCC(=O)N1CCC(Oc2ncccc2C(=O)N(C)C)CC1,25%
Cc1ccc(C(O)CSc2nnc(-c3ccc4ccccc4c3)n2C)cc1 (stereo not drawn),-16%
CCn1ncc(N2CCCC(CC(=O)N3CCN(Cc4ccccc4)CC3)C2)cc1=O (stereo not drawn),11%
CCOC(=O)c1c(C)c(-c2ccccc2)n(CC(=O)NCc2cccc(OC)c2)c1C,2%
CC(NC(=O)C12CC3CC(CC(O)(C3)C1)C2)c1ccccc1 (stereo not drawn),23%
O=C(COc1ccc([N+](=O)[O-])cc1)Nc1ccc2oc(-c3cccnc3)nc2c1,4%
CCOC(=O)c1nc(NCc2ccccc2OCC)c2ccccc2n1,-2%
CCCCCCC/C=N/NC(=O)CCCCCCCCCCC,15%
CONC(=O)c1ccc(NC(=O)c2cccs2)cc1,30%
COc1ccccc1C(=O)N1CCC(O)(c2ccccc2)[C@H](N(C)C)C1 (stereo partly drawn),5%
CC(C)C(=O)NCc1ccccc1,15%
Cc1ncccc1OC1(C(=O)NCc2cn3c(n2)SCC3)CCNCC1,?
COc1ccccc1CNC(=O)COc1cc(=O)n(C)c2ccccc12,-26%
O=C(O)C/C(=C/c1cccc(/C=C(/CC(=O)O)c2nc3ccccc3o2)c1)c1nc2ccccc2o1,-12%
COc1cc(NC(=O)Cn2cnc3c2c(=O)n(C)c(=O)n3C)c(OC)cc1Cl,-19%
O=C(CCSc1nc2cc(Cl)ccc2s1)Nc1ccccc1,8%
Cc1nnc(-c2cc(C(=O)NCCN(C)C)ccn2)n1CCc1ccccc1,?
O=C1CCN(S(=O)(=O)c2cccs2)CCCC(c2nc(-c3ccccc3)no2)CCN1 (stereo not drawn),-11%

# (further entries)
SMILES,KDM5B inh
O=c1[nH]nc(-c2ccco2)c2c1Nc1nnnn1C2c1ccc(Br)cc1 (stereo not drawn),?
O=C(CSc1nnc(-c2ccccc2O)o1)NC1CCCCC1,?
CCc1ccc2nc(N3CCC(C(=O)O)CC3)sc2c1,-6%
CN(C)c1ccc(NC(=O)c2ccc3c(c2)NC(=O)CS3)cc1,13%
CCn1cnnc1CC1CCN(C(=O)c2ccc(OC)cc2)C1 (stereo not drawn),-6%
CCC(=O)Nc1nnc(S(=O)(=O)N2CCc3ccccc32)s1,-3%
O=C(Nc1nnc(CCc2ccccc2)s1)c1cc(=O)[nH]c2ccccc12,15%
CN(Cc1cnccn1)C(=O)CC1C(=O)NCCN1Cc1ccc(F)cc1Cl (stereo not drawn),?
CC(=O)N1CCC(NC(=O)c2ccc3nc(C)c(C)nc3c2)CC1,6%
CC(Sc1cc(Cl)ccc1Cl)C(=O)NC(C)c1ccccn1 (stereo not drawn),-1%
COc1ccc(-c2nnc(SCC(=O)Nc3cccc(C(F)(F)F)c3)s2)cc1,?
O=C(CSc1n[nH]c(-c2ccccc2Cl)n1)NCc1ccc(F)cc1,-18%
O=C(NCCc1ccncc1)c1ccc(-c2nnc3ccc(NC(=O)C4CCC4)cn23)cc1,28µM*
Cc1cc(C)cc(C(=O)N(Cc2ccncc2)C2CC2)c1,21%
COc1ccc(OC)c(CN2CC(Oc3ccccc3C(=O)NCc3ccccc3)C2)c1,-14%
CC(NC(=O)Cc1ccc(Br)cc1)C1CC2CCC1C2 (stereo not drawn),-19%
Cc1ccc(C)c(N2CCN(CCCNC(=O)c3cnn(-c4ccccc4)c3C3CCN(C(=O)OC(C)(C)C)CC3)CC2)c1,-28%
COC(=O)/C(C#N)=C\c1cc(OC)c(OC)cc1Br,-19%
COc1ccc(C2Cn3nnc(C(=O)N4CCN(C(=O)c5cc(F)ccc5F)CC4)c3CO2)cc1 (stereo not drawn),5%
COc1cccc(-c2nc(C)c(C(=O)NCc3ccncc3)s2)c1,?
O=C(CSc1nc(-c2ccc(F)cc2)cc(C(F)(F)F)n1)NCCc1ccccc1,-24%
COc1ccccc1N(CC(O)CN1CCOCC1)S(=O)(=O)c1ccccc1 (stereo not drawn),4%
O=C(Nc1ccccc1)c1cnc2c(c1)N([S+](=O)([O-])c1cccnc1)CCC2,-9%[86.2 µM]
Cn1nnc2c(NCc3ccccc3)ncnc21,-12%
O=C(CCCn1cncn1)N1C[C@H](CO)C[C@H](CN2CCOCC2)C1,-3%
COC(=O)CNC(=O)N1CCCCCCN(C)C(=O)[C@@H]2CCC[C@@H]21,2%
CCOC(=O)c1sc2ccccc2c1S(=O)(=O)NCc1ccccc1OC,?
O=C1CC(c2ccccc2)N(Cc2ccc(F)cc2F)CCCCCCN1 (stereo not drawn),-25%
O=C(CN(Cc1ccco1)C(=O)c1ccc(F)cc1F)Nc1ccccc1C(F)(F)F,-2%
C/C(=N\Nc1nc2ccc(Cl)cc2o1)c1ccccc1,31%

# In another format: entries from further up.
KDM5B inh,Compound
5%,COc1ccccc1C(=O)N1CCC(O)(c2ccccc2)[C@H](N(C)C)C1 (stereo partly drawn)
?,CCOC(=O)c1sc2ccccc2c1S(=O)(=O)NCc1ccccc1OC
-13%,Cc1cnc(CC2CCN(C(=O)C3CCCC3)C2)n1C1CC1 (stereo not drawn)
-1%,N#CCCN(C(=O)Cn1nc(C(=O)O)c2ccccc2c1=O)c1ccc(F)cc1
-13%,CCCCn1nc(NC(=O)c2cccc(Cl)c2)c2cc3ccccc3nc21
28µM*,O=C(NCCc1ccncc1)c1ccc(-c2nnc3ccc(NC(=O)C4CCC4)cn23)cc1
25%,CCC(=O)N1CCC(Oc2ncccc2C(=O)N(C)C)CC1

# Following part.
SMILES,KDM5B inh
CCCOc1ccccc1NC(=O)c1nn(C)c(=O)c2ccccc12,-4%
CCC(=O)N1CCc2cc(Br)cc(S(=O)(=O)N3CCCC(C(=O)N(C)c4ccc(Br)cc4)C3)c21 (stereo not drawn),?
Cc1nc2n(c1C(=O)Nc1cccc(Cl)c1C)CCC(Nc1ccc(F)cc1)C2 (stereo not drawn),?
O=C1Cc2c(-c3ccccc3Oc3ccccc3)n[nH]c2CN1CC1CCOCC1,14%[86.2 µM]
O=C(Cn1ccn2nc(-c3ccccc3)cc2c1=O)NCc1ccc2c(c1)OCO2,17%
CC(C)Cc1nc2cccnc2n1C1CCN(S(=O)(=O)c2ccc(Br)s2)CC1,1%
CC(Sc1nnc(-c2ccco2)n1C(C)C)C(=O)Nc1nccs1 (stereo not drawn),5%
O=C(Cn1ncc2c3ccccc3n(Cc3cccc(Cl)c3)c2c1=O)N1CCCCC1,?
Cn1nc(C(=O)NC(c2ccccc2)c2cccs2)c2ccccc2c1=O (stereo not drawn),14%
CCC(=O)N1c2ccc(S(=O)(=O)NCCc3ccccc3)cc2CC1C (stereo not drawn),0%
Cc1ccc(NC(=O)c2oc3ccc(S(=O)(=O)N4CCOCC4)cc3c2C)c(C)c1,-23%
COC(=O)c1ccc(NC(=O)CCn2cnnn2)c(C)c1,7%
COc1ccc(NC(=O)N2CCc3nc4cc(-c5ccccc5)[nH]n4c(=O)c3C2)c(C)c1,10µM*
Cc1cc(NC(=O)CN2C(=O)C(C)(C)c3ccccc32)ccc1Br,-15%
COc1ccc(C(=O)/C=C/c2cccs2)c(OC(=O)c2ccco2)c1,-3%

# Five compounds out of the list, sorted by SMILES length, lowest first:
SMILES,KDM5B inh
CCCOc1c(C(=O)OC)sc2ccc(NC(=O)c3cccc(F)c3)cc12,-12%
O=C(CCCn1cncn1)N1C[C@H](CO)C[C@H](CN2CCOCC2)C1,-3%
COc1cc(CNC(=O)N2CCN(Cc3ccc(Br)s3)CC2)cc(OC)c1OC,2%
O=C(CSc1nc(-c2ccc(F)cc2)cc(C(F)(F)F)n1)NCCc1ccccc1,-24%
O=C1c2[nH]nc(-c3ccccc3O)c2C(c2cccc(O)c2)N1Cc1ccncc1 (stereo not drawn),9%&7%

# Next section:
SMILES,KDM5B inh
CN1CCN(c2oc(COc3ccccc3F)nc2C#N)CC1,-1%
COc1cccc(-n2c(SCc3ccc(F)cc3)nc3c([nH]c4ccccc43)c2=O)c1,?
C=CCn1cc2c3c(cccc31)[C@H](CC(C)C)N[C@H](C(=O)NCc1ccc(F)cc1)C2,?
CC(=O)c1cccc(S(=O)(=O)N2CCN(c3ccccc3F)CC2)c1,?
Cc1ccc(-c2nn(-c3ccccn3)c(=O)c3ccccc23)cc1C,-15%
COc1ccc(CC(=O)NC2CCN(c3cn[nH]c(=O)c3)CC2)cc1,9%
COCCn1c(SCC(=O)Nc2cccc(C(F)(F)F)c2)nc2ccsc2c1=O,11%
O=C(O)C1(c2ccc(F)cc2)CCCCC1,8%
CC1(C)CC(=O)C(N=Nc2ccc(Br)cc2)=C(O)C1,5%
COc1ccc(C)cc1N1CC(O)=C(c2nc3ccccc3s2)C1=N,54%[activator]
COc1ccccc1N1CCN(S(=O)(=O)CCNC(=O)C(c2ccccc2)c2ccccc2)CC1,-12%
COc1ccc(NC(=O)CSC2=Nc3ccccc3C3=NC(CC(=O)NCc4ccccc4OC)C(=O)N23)cc1Cl (stereo not drawn),18%
N#CCC(=O)Nc1ccc(N2CCOCC2)cc1,-4%
